Bioassay records: PubChem, several laboratories
Mtb UGM inh: inhibitors of M. tuberculosis UDP-galactopyranose mutase; P9WIQ1; purified UGM, fluorescence polarization probe displacement; inhibition, % at 10 µM; 320,000 compounds, 0.06% hits; AID 504406; in the data active = inhibition above about 10%, passing the limit was not always enough; inconclusive = no clear call, values can overlap the other calls
Mtb BioA inh: BioA (M. tuberculosis) enzyme inhibition. purified M. tuberculosis BioA enzyme, plate reader. inhibition, % at 9.99 µM. 360,000 compounds, 0.096% hits; in the data active = inhibition above about 40%; inconclusive = no clear call, values can overlap the other calls
PfHsp40 rescue: rescue of PfHsp40-mediated yeast toxicity; growth rescue, % at 12.5 µM; S. cerevisiae expressing PfHsp40, growth rescue, ATP luminescence; 340,000 compounds, 0.68% hits; in the data active = growth rescue above about 28%, passing the limit was not always enough; inconclusive = no clear call, values can overlap the other calls;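 also: yeast W303a lacking pdr1 and pdr3 grown in galactose medium; growth measured after three days at 30 °C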
GDH-TPI counter: counter-screen for M. tuberculosis FBA inhibitors: GDH-TPI coupled enzymes; AID 588335; 360,000 compounds, 1.2% hits; inhibition, % at 4.8 µM; GDH-TPI coupled enzyme counterscreen, NADH absorbance; in the data active = inhibition above about 30%;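 also: 0% = DMSO wells and 100% = wells lacking the enzyme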
BoNT-A LC inh2: inhibitors of Botulinum neurotoxin A light chain protease | multiplex microsphere protease substrate cleavage, flow cytometry | inhibition, % at 10 µM | 360,000 compounds, 0.17% hits | AID 588499; also: plate controls were buffer without enzyme for full effect and enzyme alone for no effect
FBA Mtb inh: Mtb fructose-bisphosphate aldolase inhibition; P9WQA3; purified M. tuberculosis FBA, fluorescence read-out; inhibition, % at 1 µM; 360,000 compounds, 2.3% hits; AID 588726; in the data active = inhibition above about 27%;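 also: 0% = vehicle and 100% = reference inhibitor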
BoNT-F LC inh: blocks Botulinum neurotoxin F light chain protease. 360,000 compounds, 0.22% hits. inhibition, % at 10 µM. Multiplex microsphere protease cleavage assay, flow cytometry; in the data active = inhibition above about 35%, passing the limit was not always enough; inconclusive = no clear call, values can overlap the other calls; also: plate controls were buffer without enzyme for full effect and enzyme alone for no effect
Anthrax LF prot: blocks Bacillus anthracis lethal factor protease; P15917; multiplex microsphere protease cleavage assay, LF; inhibition, % at 10 µM; 360,000 compounds, 0.12% hits; also: plate controls were buffer without enzyme for full effect and enzyme alone for no effect
Target sequence (P15917 whole entry, looked up): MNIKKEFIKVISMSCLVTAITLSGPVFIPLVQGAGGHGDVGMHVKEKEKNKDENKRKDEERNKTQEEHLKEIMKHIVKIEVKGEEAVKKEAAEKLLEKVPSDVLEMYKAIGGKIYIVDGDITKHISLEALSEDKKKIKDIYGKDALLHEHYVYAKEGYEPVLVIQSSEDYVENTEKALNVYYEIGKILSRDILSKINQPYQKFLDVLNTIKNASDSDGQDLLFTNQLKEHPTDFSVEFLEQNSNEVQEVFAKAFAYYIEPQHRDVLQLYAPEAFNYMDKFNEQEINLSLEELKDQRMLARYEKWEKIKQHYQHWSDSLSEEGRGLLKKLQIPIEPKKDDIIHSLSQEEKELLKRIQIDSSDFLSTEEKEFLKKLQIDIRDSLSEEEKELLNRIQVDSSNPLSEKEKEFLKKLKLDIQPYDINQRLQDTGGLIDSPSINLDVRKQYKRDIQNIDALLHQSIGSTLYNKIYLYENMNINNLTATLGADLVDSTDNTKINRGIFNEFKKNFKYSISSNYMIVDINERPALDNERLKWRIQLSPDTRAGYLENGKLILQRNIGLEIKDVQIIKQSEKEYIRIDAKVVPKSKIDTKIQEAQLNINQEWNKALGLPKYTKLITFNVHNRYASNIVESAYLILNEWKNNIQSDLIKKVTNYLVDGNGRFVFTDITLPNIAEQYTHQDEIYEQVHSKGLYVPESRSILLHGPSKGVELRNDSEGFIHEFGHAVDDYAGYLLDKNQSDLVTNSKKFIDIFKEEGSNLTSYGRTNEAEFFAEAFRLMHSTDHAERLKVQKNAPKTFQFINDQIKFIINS
FadD28 FP inh: inhibitors of Mycobacterium tuberculosis FadD28 bisubstrate binding; inhibition, % at 12.5 µM; FadD28 bisubstrate probe binding, fluorescence polarization; AID 588549; 360,000 compounds, 0.22% hits; in the data active = inhibition above about 8.5%, passing the limit was not always enough; inconclusive = no clear call, values can overlap the other calls
Active calls of the source: *; ? = inconclusive; · = not tested or not shown; + = active, no number. Rule as the data show it, unless noted: active = inhibition above about 30%; inconclusive = no clear call, values can overlap the other calls; inactive = below that.

SMILES | Mtb UGM inh | Mtb BioA inh | PfHsp40 rescue | GDH-TPI counter | BoNT-A LC inh2 | FBA Mtb inh | BoNT-F LC inh | Anthrax LF prot | FadD28 FP inh
NS(=O)(=O)c1cccc(NC(=O)CSc2nc3ccccc3c(=O)n2Cc2ccco2)c1 | 2.8 | 4.3 | 1.9 | 10 | -0.3 | -1 | 4 | 2 | -9.3
O=S(=O)(Nc1ccccn1)c1ccc(Oc2ccccc2)cc1 | -2.1 | 0.2 | 0.5 | 6 | -1.2 | 3 | -21 | -6 | -1.9
Cc1nc(SCC(=O)NC(C)(C#N)C2CC2)c2c(-c3cccs3)csc2n1 (configuration not stated) | · | · | 12 | -8 | 0.1 | 12 | 1 | 1 | -4.7
C(=N/N1CCN(c2ccccc2)CC1)/c1cccs1 | -0.7 | -2.3 | -0.6 | 16 | 0.1 | -1 | -1 | -4 | -0.9
COc1ccc(/C=C2/SC(=S)N(CCCC(=O)Nc3cccc(O)c3)C2=O)cc1 | -3.7 | -0.8 | 0.8 | 16 | 4.2 | -6 | 4 | 2 | -2.2
COc1ccccc1NC(=O)N(Cc1ccco1)Cc1cc2cc(C)cc(C)c2[nH]c1=O | -1.1 | -2.6 | -1.0 | 6 | 0.1 | 2 | 12 | 0 | -1.5
Cc1ccc(-c2nc(NC(=O)CSc3nnc(C)s3)ns2)cc1 | 1.6 | -0.6 | -1.1 | 7 | 0.0 | 1 | 1 | -6 | 1.4
CC(C(=O)N1CCN(C2c3ccccc3-c3ccccc32)CC1)N1C(=O)c2ccccc2C1=O (configuration not stated) | -1.5 | · | 0.3 | 11 | 0.9 | 5 | -3 | -1 | -2.1
Cc1cc(=O)n(C(C)c2ccccc2)n1C(C)c1ccccc1 (configuration not stated) | · | · | -1.5 | 9 | -0.7 | 2 | -3 | 10 | -1.2
Cc1cccc(NC(=O)CSc2ccc(-c3ccccn3)nn2)c1C | -4.6 | · | 200* | -2 | -1.2 | 0 | -2 | 3 | -2.6

Given with two lines to a compound: part of the list above.
Below each SMILES: Mtb UGM inh | Mtb BioA inh | PfHsp40 rescue | GDH-TPI counter | BoNT-A LC inh2 | FBA Mtb inh | BoNT-F LC inh | Anthrax LF prot | FadD28 FP inh
Cc1nc(SCC(=O)NC(C)(C#N)C2CC2)c2c(-c3cccs3)csc2n1 (configuration not stated)
    · | · | 12 | -8 | 0.1 | 12 | 1 | 1 | -4.7
COc1ccccc1NC(=O)N(Cc1ccco1)Cc1cc2cc(C)cc(C)c2[nH]c1=O
    -1.1 | -2.6 | -1.0 | 6 | 0.1 | 2 | 12 | 0 | -1.5

Other entries follow.
SMILES | Mtb UGM inh | Mtb BioA inh | PfHsp40 rescue | GDH-TPI counter | BoNT-A LC inh2 | FBA Mtb inh | BoNT-F LC inh | Anthrax LF prot | FadD28 FP inh
CCc1nc2ccc(C(=O)N3CCN(c4cc(C)ccc4C)CC3)cc2nc1CC | -2.2 | -0.5 | 0.0 | 0 | 2.1 | 2 | 2 | 1 | -2.8
CC(=O)Nc1ccc(SCCN2CC[C@@H](C(C)(C)C)CCC2=O)cc1 | 1.3 | 4.4 | 2.7 | 10 | -0.1 | -3 | 3 | -8 | -2.4
CCSc1nnc(NC(=O)c2cccc(S(=O)(=O)N(C)c3ccccc3)c2)s1 | 4.7 | · | 30* | 13 | -1.3 | 5 | -13 | 0 | -1.3
Cc1cccc(C(=O)NNC(=O)c2n[nH]c(=O)c3ccccc23)c1C | · | -0.6 | -1.5 | 9 | -1.3 | 4 | -3 | -9 | -0.8
CCC(C)NC(=O)Cn1c(=O)n(CCCCCC(=O)Nc2ccccc2)c(=O)c2sccc21 (configuration not stated) | 0.6 | · | 2.8 | 5 | -1.8 | 0 | -6 | -1 | -1.0
Cc1cc(C)c(NC(=O)CN2CCCCCC2)c(C)c1 | -0.5 | 0.3 | -0.4 | -2 | -3.5 | 0 | -5 | -3 | -0.6
Cc1nn(Cc2ccc(Cl)cc2)c(=O)n1N(C)c1ncc(C(F)(F)F)cc1Cl | 3.3 | 1.0 | 2.2 | 1 | -0.1 | -1 | -20 | -5 | -1.9
CSCCC(NC(=O)c1ccco1)C(=O)NC1CCCCCC1 (configuration not stated) | 1.6 | · | -0.5 | 4 | -0.9 | -2 | -5 | 1 | -2.1
Cc1ccc(S(=O)(=O)N2CCOC23CCN(C(=O)c2ccc(Cl)cc2Cl)CC3)cc1 | 1.3 | 1.9 | 2.7 | -3 | · | 1 | · | · | -1.7
CC(C)[C@H](NC(=O)C1CCN(S(=O)(=O)c2ccccc2)CC1)C(=O)NCc1ccc(F)cc1 | -2.5 | -0.7 | 0.1 | 4 | -1.2 | 1 | 1 | -1 | 1.0
CCSc1ncc(Cl)c(C(=O)Nc2ccc(S(N)(=O)=O)cc2)n1 | 0.3 | -0.5 | -1.4 | 5 | -0.1 | 4 | 1 | -15 | 2.2
CC(=O)c1c(C)n(-c2ccccc2Br)c2ccc(O)cc12 | -0.2 | 0.7 | 0.5 | -3 | -0.1 | 8 | 24 | -18 | 2.2
COc1cnc(SC(C)C)[nH]c1=O | -0.3 | · | -0.2 | 3 | -0.4 | -1 | 0 | -1 | 0.0
COc1ccc(C2CC(C(F)(F)F)n3nc(C(=O)NCc4cn(C)nc4C)c(Cl)c3N2)cc1 (configuration not stated) | -0.9 | -2.1 | 0.8 | 13 | 1.6 | 3 | -3 | 0 | 0.1
CCc1cc2ccc(OC)cc2nc1SCC(=O)N1CCN(C(=O)c2ccco2)CC1 | 1.2 | -0.3 | 0.4 | 24 | 1.9 | -1 | 15 | -3 | -2.1
Cc1cc2nc(N)sc2cc1[N+](=O)[O-] | -2.6 | -1.9 | 2.4 | 16 | 1.0 | -1 | -4 | 1 | -0.6
CC(C)(C)OC(=O)CNC(=O)c1[nH]cnc1C(=O)NC(c1ccccc1)c1ccccc1 | 0.4 | 1.1 | 0.7 | -5 | -0.5 | -5 | -9 | -4 | -5.1
Oc1ccc(-c2cn3ccccc3n2)cc1O | 0.5 | 0.7 | -2.8 | 8 | -1.9 | 5 | ? | -15 | -1.6
CCOC(=O)C1=C(C)N(C)C(=S)NC1c1c(OCC)ccc2ccccc12 (configuration not stated) | 1.1 | · | -0.3 | 11 | -0.4 | 1 | -2 | -5 | 0.5
O=C(CNS(=O)(=O)c1ccc(Br)cc1)N1CCOCC1 | 1.2 | -1.8 | 1.4 | -13 | -0.2 | -4 | 0 | -2 | -0.8
CC(C)(C)S(=O)N1Cc2cc(CO)cc(-c3ccccc3)c2[C@H]1CCO (some centres not stated) | · | -1.5 | -1.8 | -2 | -0.3 | -3 | 0 | -8 | -1.8
COc1cc(/C=C/C(=O)OC(C)C(=O)Nc2c(C)n(C)n(-c3ccccc3)c2=O)ccc1OCC#N (configuration not stated) | 3.6 | -0.4 | -1.1 | 15 | -0.3 | 10 | 4 | -17 | -1.9
Cc1ccnc(NS(=O)(=O)c2ccc(NC(=O)Cc3c(F)cccc3Cl)cc2)n1 | -3.3 | -1.5 | 0.2 | 2 | -0.7 | 0 | 3 | 13 | 0.1
COc1ccc(N2CCN(C(=O)CSc3ccc([N+](=O)[O-])cc3)CC2)cc1 | -2.5 | · | -1.1 | 18 | -1.6 | 4 | -34 | -9 | -0.7
O=C(CN1CCN(c2ncc(C(F)(F)F)cc2Cl)CC1)NC(=O)NCc1ccccc1 | 1.0 | -1.3 | -1.7 | -4 | 0.0 | -2 | -2 | 2 | -5.4
CC(=O)c1ccc(N2CCN(S(=O)(=O)c3ccc(-c4cnc(C5CC5)o4)cc3)CC2)cc1 | -0.1 | 0.5 | -0.5 | 17 | 1.0 | -1 | 2 | -1 | 0.1
COc1ccc(C(=O)N/C(=C\c2cn(C)c3ccccc23)C(=O)N2CCN(C)CC2)cc1OC | 0.9 | -2.3 | 0.1 | 24 | -2.2 | -3 | -2 | 2 | 0.8
O=C(NCCc1csc(-c2cccnc2)n1)c1ccco1 | -2.4 | 2.7 | -1.4 | -12 | 0.2 | 0 | 8 | -1 | -3.1
CC(=O)Nc1cc(C)nn1-c1nc2ccccc2s1 | 0.3 | · | 0.0 | 9 | 1.7 | 5 | -5 | -5 | 0.3
O=C(COC(=O)CCCN1C(=O)c2cccc3cccc(c23)C1=O)Nc1ccc(Cl)cc1 | -2.2 | · | -1.2 | 12 | 0.0 | 6 | -7 | -5 | -1.5
CCOC(=O)c1cc2c(=O)n3ccccc3nc2n(C(C)C)c1=NC(=O)c1ccco1 | 0.6 | · | -1.1 | 4 | 0.6 | + | 1 | -4 | -1.8
COc1ccc(N/C=C2\C(=O)c3c(sc(C)c3C)N(C)S2(=O)=O)cc1 | -0.2 | -0.4 | 0.6 | -2 | -0.9 | -1 | ? | 2 | -3.8
CCON1C(=O)C(C)(C)N(OCC)C(=O)C1(C)C | 5.0 | · | -2.0 | -6 | -0.7 | 7 | -2 | -1 | -0.6
COCCCNC(=O)C1CCN(C(=O)Nc2ccc(Cl)cc2)CC1 | 3.0 | -0.4 | ? | 2 | -0.4 | 4 | -2 | 8 | 1.0
CC(=O)N(Cc1ccccn1)Cc1ccco1 | -0.5 | · | -1.4 | -12 | -0.4 | -5 | -3 | 5 | -2.7
OCCNc1c2c(nc3ccccc13)CCCC2 | 0.5 | 0.8 | 1.3 | 24 | -1.5 | 1 | -23 | -1 | -0.3
Cc1cc(C)cc(-n2ncc3c2CCCC3NC(=O)c2ccccc2)c1 (configuration not stated) | · | 5.7 | · | 5 | 0.2 | -1 | 7 | -6 | 0.3
COC(=O)NNC(=S)Nc1cc(OC)ccc1OC | -1.9 | · | 2.6 | 5 | ? | 0 | -5 | -8 | -0.7
CCC(C)NC(=O)C(Cc1ccccc1)NS(=O)(=O)c1ccc2c(c1)oc(=O)n2C (configuration not stated) | 1.9 | 0.0 | 2.7 | 6 | -0.9 | 5 | -3 | -2 | 0.6
COc1ccc(NC(=O)c2ccccc2Sc2ccc(NC(C)=O)nc2)cc1 | 5.2 | -1.3 | -0.8 | 1 | 0.3 | -5 | -1 | -6 | 0.4
Cn1nc(-c2ccccc2)c(C#N)c1Sc1cccc(Cl)c1 | -0.7 | -0.9 | 2.9 | 0 | -1.1 | -2 | -6 | -7 | -4.2
Cc1csc(Sc2ccc(C(=O)OCC(=O)Nc3ccc(OC(F)(F)F)cc3)cc2[N+](=O)[O-])n1 | 1.1 | 5.9 | 19 | 6 | -0.2 | -3 | -1 | -1 | -4.5
CCc1nc2c(oc3ccccc32)c(=O)[nH]1 | 2.4 | -1.1 | -0.6 | 3 | 0.2 | 2 | -6 | -1 | -3.6
Cc1cccc(C(C(C(=O)c2ccccc2)N2CCOCC2)N2CCOCC2)c1 (configuration not stated) | · | 1.2 | -0.5 | 2 | 0.0 | 0 | -3 | -3 | ·
Cn1ccnc1SCCNC(=O)CCc1nnc(CCc2ccccc2)o1 | -1.3 | · | -0.5 | 10 | 0.5 | 2 | -7 | 1 | -0.5
O=C(Nc1ccc(N2CCCCC2)cc1)C1CCCN1S(=O)(=O)c1ccc(F)cc1 (configuration not stated) | 3.1 | 0.0 | -0.3 | -4 | -1.0 | -4 | -32 | -15 | ·
CC(C)Cc1nnc(NC(=O)CCC(=O)NC2CCCCCCC2)s1 | 1.2 | -1.0 | 0.7 | 8 | -0.8 | 2 | -2 | -2 | 1.2
CN(C)CCCNc1cc(-c2ccccc2)nc2cc(-c3cccc(F)c3)nn12 | 0.4 | 0.0 | 0.6 | -1 | -4.1 | 78* | ? | 0 | -8.3
CC1(C(=O)Nc2ccc3c(c2)OCO3)Cc2c(-c3cccc(C(N)=O)c3)ccnc2O1 (configuration not stated) | · | 5.3 | · | 9 | -0.2 | -1 | -1 | -7 | -3.8
Nc1ccc(C(=O)CC(=O)Nc2ccc(Cl)cc2)cc1 | 1.8 | 5.1 | · | 16 | -0.6 | 0 | -23 | 10 | -0.1

Outcome played no part in choosing rows; overall some 4.7% were active at least once.
